Compound activity as filed in PubChem.
LYPLA2 counter: LYPLA2 (human) inhibition in PME1 counter-screen; O95372; recombinant LYPLA2, FP-Rh probe fluorescence polarization; inhibition, % at 5.9 µM; 320,000 tested, 0.38% active; AID 2177;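 active = inhibition above the screen-wide mean plus 3 SD, limit set per campaign, cut at about 26% in these data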;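 note: 0% = LYPLA2 with DMSO and 100% = wells lacking LYPLA2 enzyme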
EBNA-1 inhibitor: blocks EBNA-1 binding to DNA. EBNA-1 DNA binding, fluorescence polarization. 300,000 tested, 0.34% active. inhibition, % at 14.8 µM. AID 1950; in the data active = inhibition above about 28%
LYPLA1 counter: blocks human lysophospholipase 1, a PME1 counter-screen; recombinant LYPLA1, FP-Rh probe fluorescence polarization; inhibition, % at 5.9 µM; O75608; 320,000 tested, 0.16% active;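 active = inhibition above the mean of all tested compounds plus 3 SD, set per campaign, cut at about 14% in these data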;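 note: inhibitors block serine hydrolase probe labeling of LYPLA1 so polarization falls; 0% = enzyme with DMSO and 100% = wells lacking LYPLA1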
Target sequence (O75608 whole entry, looked up): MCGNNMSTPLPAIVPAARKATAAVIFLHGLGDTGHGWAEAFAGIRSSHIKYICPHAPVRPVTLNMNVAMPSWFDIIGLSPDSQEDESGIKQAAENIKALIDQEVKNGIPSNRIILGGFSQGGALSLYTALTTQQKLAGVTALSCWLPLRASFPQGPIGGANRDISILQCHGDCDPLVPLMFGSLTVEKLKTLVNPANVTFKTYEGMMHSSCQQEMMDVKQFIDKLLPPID
pPAFAH inh: pPAFAH (human) enzyme inhibition; recombinant pPAFAH, FP-rhodamine probe fluorescence polarization; AID 463082; Q13093; 330,000 tested, 1.5% active; inhibition, % at 3.39 µM;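 active = inhibition above the mean inhibition across the screen plus 3 SD, cut at about 25% in these data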;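 note: inhibitors block binding of the rhodamine activity-based probe so polarization drops; 0% = enzyme with DMSO and 100% = wells lacking pPAFAH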
ZTA DNA inh: counter-screen for EBNA-1 inhibitors: inhibitors of Epstein-Barr virus ZTA | AID 2234 | inhibition, % at 11 µM | ZTA-DNA binding, fluorescence polarization | P03206 | 320,000 tested, 0.15% active; in the data active = inhibition above about 33%
PAFAH2 FP inh: PAFAH2 (human) inhibition. Q99487. recombinant PAFAH2, FP-rhodamine activity probe, fluorescence polarization. 340,000 tested, 0.99% active. inhibition, % at 3.39 µM. AID 492956;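 active = inhibition above the mean over all tested compounds plus 3 SD, cut at about 30% in these data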;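 note: inhibitors block probe labeling of enzyme so polarization drops; 0% = enzyme with DMSO and 100% = wells lacking PAFAH2 protein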
PAFAH1B3 FP inh: blocks human PAF acetylhydrolase 1B catalytic subunit 3. Q15102. recombinant PAFAH1B3, FP-rhodamine probe, fluorescence polarization. inhibition, % at 3.39 µM. 340,000 tested, 0.28% active;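 active = inhibition above the screen-wide average of all tested compounds plus 3 SD, cut at about 25% in these data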;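 note: 0% = enzyme with DMSO only and 100% = wells lacking PAFAH1B3 protein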
PAFAH1B2 inh: blocks human PAF acetylhydrolase 1b catalytic subunit 2 | P68402 | recombinant PAFAH1B2, FP-rhodamine activity probe, fluorescence polarization | inhibition, % at 3.39 µM | 340,000 tested, 1.2% active;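 active = inhibition above the mean of all tested compounds plus 3 SD, cut at about 24% in these data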;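 note: 0% = enzyme with DMSO and 100% = wells lacking PAFAH1B2; many of its hits are not listed in these tables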
PREPL inhibitor: inhibits the human prolyl oligopeptidase-like enzyme. recombinant PREPL, fluorescence polarization activity-based probe. inhibition, % at 5.96 µM. 320,000 tested, 0.68% active. AID 2751; in the data active = inhibition above about 43%;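 note: 0% = enzyme with DMSO and 100% = wells lacking enzyme; many of its hits are not listed in these tables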
Target sequence (Q4J6C6 whole entry, looked up): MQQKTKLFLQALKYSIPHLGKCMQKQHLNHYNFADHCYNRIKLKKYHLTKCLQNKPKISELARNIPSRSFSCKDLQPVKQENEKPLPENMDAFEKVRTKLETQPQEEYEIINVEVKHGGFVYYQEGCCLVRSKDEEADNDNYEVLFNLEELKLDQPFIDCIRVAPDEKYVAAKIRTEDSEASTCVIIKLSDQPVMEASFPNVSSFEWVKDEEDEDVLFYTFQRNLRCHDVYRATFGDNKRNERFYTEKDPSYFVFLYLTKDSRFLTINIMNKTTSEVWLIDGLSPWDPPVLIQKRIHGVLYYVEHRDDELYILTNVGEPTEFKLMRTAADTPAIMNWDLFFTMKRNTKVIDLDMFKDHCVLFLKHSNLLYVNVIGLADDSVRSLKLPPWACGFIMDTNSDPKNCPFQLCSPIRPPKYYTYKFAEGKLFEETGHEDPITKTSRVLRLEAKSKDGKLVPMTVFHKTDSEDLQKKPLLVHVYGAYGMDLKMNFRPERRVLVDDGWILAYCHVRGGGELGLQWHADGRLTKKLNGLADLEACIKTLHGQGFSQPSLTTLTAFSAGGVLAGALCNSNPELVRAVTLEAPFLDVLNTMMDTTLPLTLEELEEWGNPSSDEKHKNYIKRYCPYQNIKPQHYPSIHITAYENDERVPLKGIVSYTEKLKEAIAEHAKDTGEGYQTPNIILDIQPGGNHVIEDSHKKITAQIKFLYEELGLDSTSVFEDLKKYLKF
* = called active by the depositor; · = no result given. This is a subset. The share of hits here may be higher or lower than overall.

no.	compound	EBNA-1 inhibitor	PAFAH1B2 inh	LYPLA2 counter	PAFAH2 FP inh	pPAFAH inh	PAFAH1B3 FP inh	PREPL inhibitor	LYPLA1 counter	ZTA DNA inh
1	Cc1ccc(NS(=O)(=O)c2ccc(C(=O)NCC3CCCO3)cc2)cc1 (configuration not stated)	3	0	-2	-1	23	0	-17	0	-15
2	O=C(Nc1ccc2c(c1)nc1n2CCOC1)C1CCCCC1	3	-1	8	-7	0	8	27	-2	8
3	Cc1ccccc1C1CCCN(Cc2nc(C3CC3)no2)C1 (configuration not stated)	1	6	-1	-2	3	-4	-8	2	-17
4	CCNc1nc(Oc2ccc(C(=O)OCC)cc2)nc(N2CCOCC2)n1	-8	·	0	·	-4	·	-3	-2	2
5	COC(=O)C1SCC2C(=O)N(Cc3ccc(F)cc3)CC(=O)N21 (configuration not stated)	3	3	-6	0	2	7	-1	-1	-16
6	CCOc1ccc(CNC(=S)N/N=C/c2ccncc2)cc1	-5	3	-2	-8	-2	-8	-4	-7	-6
7	CCOc1ccc(Oc2ccc(S(=O)(=O)N3CCOCC3)cc2NC(=O)CCNC(C)=O)cc1	5	0	14	-2	2	3	2	6	-4
8	CCCCN(C)CCNC(=O)CN1C(=O)CSc2ccc(S(=O)(=O)N3CCCCC3)cc21	-7	4	3	-1	-6	3	-11	-4	-7
9	Cc1sc(-n2c(C)ccc2C)c(C#N)c1C	-12	-6	-2	-7	4	-11	8	2	-6
10	CC(C)Oc1cc(C(=O)NC2CCCCC2)c2ccccc2n1	0	-5	3	2	7	-4	-1	2	-2
11	C=CCNC(=O)C(C(=O)OCC)C1CCCCC1 (configuration not stated)	12	7	1	-1	4	-4	-2	1	-2
12	O=C(NCc1ccc(N2CCCC2=O)cc1)Nc1cccc(Cl)c1	1	2	-4	4	-11	-3	13	-5	-9
13	O=C(CSc1nc2c(cnn2-c2ccccc2)c(=O)[nH]1)NC1CCS(=O)(=O)C1 (configuration not stated)	5	-2	-2	0	-2	2	-8	2	5
14	COc1ccc(-n2nnc3c(=O)n(CC(=O)N4CCC(C)CC4)cnc32)cc1	6	4	5	-7	0	-2	-13	7	5
15	C=CCn1c(SCC(=O)Nc2cc(Cl)ccc2C(=O)O)nc2sc(C)c(C)c2c1=O	·	1	-1	0	-1	3	-3	-3	3
16	CCN1C(=O)[C@H]2[C@@H](c3ccc(-c4ccc5c(c4)OCO5)cc3)N3CCC[C@@]3(C(=O)OC)[C@H]2C1=O	-4	0	4	-3	2	13	27	3	-18
17	O=C(COC(=O)c1ccccc1)NCc1cccs1	1	0	3	36*	9	13	-9	-4	10
18	O=C(COc1ccccc1Cl)Nc1ccccc1C(=O)N1CCCCC1	3	4	-5	2	-2	3	21	-1	-17
19	O=c1oc2ccccc2c(Nc2cccc3cccnc23)c1[N+](=O)[O-]	-2	0	0	2	7	6	16	0	-15
20	O=C(CN1CCN(Cc2ccccc2Cl)CC1)N/N=C/C=C/c1ccco1	-10	·	0	·	1	·	9	0	-12

A second format for some results above:
15	C=CCn1c(SCC(=O)Nc2cc(Cl)ccc2C(=O)O)nc2sc(C)c(C)c2c1=O
8	CCCCN(C)CCNC(=O)CN1C(=O)CSc2ccc(S(=O)(=O)N3CCCCC3)cc21
19	O=c1oc2ccccc2c(Nc2cccc3cccnc23)c1[N+](=O)[O-]
20	O=C(CN1CCN(Cc2ccccc2Cl)CC1)N/N=C/C=C/c1ccco1

Assay by compound	15	8	19	20
EBNA-1 inhibitor	·	-7	-2	-10
PAFAH1B2 inh	1	4	0	·
LYPLA2 counter	-1	3	0	0
PAFAH2 FP inh	0	-1	2	·
pPAFAH inh	-1	-6	7	1
PAFAH1B3 FP inh	3	3	6	·
PREPL inhibitor	-3	-11	16	9
LYPLA1 counter	-3	-4	0	0
ZTA DNA inh	3	-7	-15	-12

Remaining list, next part.
no.	compound	EBNA-1 inhibitor	PAFAH1B2 inh	LYPLA2 counter	PAFAH2 FP inh	pPAFAH inh	PAFAH1B3 FP inh	PREPL inhibitor	LYPLA1 counter	ZTA DNA inh
21	COc1ccc2nc(C)cc(Nc3cccc(C(=O)O)c3)c2c1	5	1	-5	1	-2	3	2	0	-2
22	COc1ccccc1N(C)S(=O)(=O)c1ccc(C(=O)NCc2ccc3c(c2)OCO3)cc1	0	6	6	4	1	0	13	3	-10
23	CCOc1ccc(CCNC(=O)c2cccc3c2C(=O)N(CCOC)C3)cc1OCC	4	3	-6	-5	2	5	16	-3	15
24	CCc1ccccc1NC(=O)c1ccc(F)c(S(=O)(=O)N2CCC(C(N)=O)CC2)c1	-9	-4	3	-4	5	1	11	-1	-11
25	O=S(=O)(c1ccccc1)N1CCN(c2ncnc3scc(-c4ccccc4)c23)CC1	6	5	4	1	5	7	10	0	31
26	CC(C)N1C(=O)c2ccccc2C1C(=O)NCCc1ccccc1 (configuration not stated)	-8	6	5	1	3	-3	12	2	0
27	CCN1CCN(c2nc3c(C)cccn3c(=O)c2/C=C(\C#N)C(=O)NCCOC)CC1	-16	5	-1	4	-1	-2	9	-1	-7
28	CNC(=S)N1CCN(c2c(F)cc3c(=O)c(C(=O)O)cn(C4CC4)c3c2OC)CC1C (configuration not stated)	5	-1	2	-8	5	6	-4	1	-10
29	COC(=O)c1ccc(N/C=C/C(=O)c2ccc(OC)c(OC)c2)cc1	0	2	2	-12	8	4	8	-1	1
30	O=C(c1oc(=O)c2ccccc2c1-c1ccccc1)N1CCOCC1	5	4	9	1	2	-1	12	2	-25
31	NS(=O)(=O)c1ccc(CCNS(=O)(=O)c2cccc3cccnc23)cc1	3	0	-1	0	1	6	-5	1	0
32	CCC(C)NC(=O)c1cn(CCOC)c(=O)c2c1c1ccccc1n2C (configuration not stated)	-5	4	-1	-1	2	8	-7	-2	3
33	C=C(C)C(=O)OCC(C)C	·	3	4	0	1	6	0	-2	3
34	Cc1[nH]c2ccccc2c1C(=O)CN1CCCCC1CCO (configuration not stated)	1	7	0	-2	4	4	-3	-1	7
35	CCNC(=O)NC(C(=O)OC)C12CC3CC(CC(C3)C1)C2 (configuration not stated)	-6	9	1	9	-1	8	4	0	0
36	CC1CN(C(=O)COC(=O)c2nn(-c3ccccc3)c(=O)c3ccccc23)CC(C)O1 (configuration not stated)	-9	-3	5	4	3	0	2	3	-40
37	O=C(Nc1ccc(Cl)cc1)c1cc2nc(C3CC3)cc(C(F)(F)F)n2n1	7	-3	1	-3	2	0	11	-1	-4
38	CCOC(=O)c1sc(-c2ccc(Cl)cc2Cl)nc1O	6	8	6	2	13	5	4	4	3
39	CC(C)(C)c1ccc(S(=O)(=O)NCc2ccccn2)cc1	7	19	-4	-7	-3	8	0	0	3
40	CC(=O)C1=NOC2C(=O)N(c3ccccc3)C(=O)C12 (configuration not stated)	1	-1	-7	-1	5	-1	-1	-3	4

In a second layout: two of the compounds above
24. CCc1ccccc1NC(=O)c1ccc(F)c(S(=O)(=O)N2CCC(C(N)=O)CC2)c1
25. O=S(=O)(c1ccccc1)N1CCN(c2ncnc3scc(-c4ccccc4)c23)CC1
screen / no.,24,25
EBNA-1 inhibitor,-9,6
PAFAH1B2 inh,-4,5
LYPLA2 counter,3,4
PAFAH2 FP inh,-4,1
pPAFAH inh,5,5
PAFAH1B3 FP inh,1,7
PREPL inhibitor,11,10
LYPLA1 counter,-1,0
ZTA DNA inh,-11,31

(further entries)
no.	compound	EBNA-1 inhibitor	PAFAH1B2 inh	LYPLA2 counter	PAFAH2 FP inh	pPAFAH inh	PAFAH1B3 FP inh	PREPL inhibitor	LYPLA1 counter	ZTA DNA inh
41	Cc1ccccc1C(=O)c1cccn1CC(=O)NCc1ccc2c(c1)OCO2	5	9	-2	-2	5	6	-6	-1	8
42	CCN(CC)C(=O)C(=O)N/N=C/c1ccc(Br)cc1	11	-1	-2	5	4	1	1	0	-12
43	CC(=O)c1ccccc1OCCOCCOc1ccccc1C(C)=O	4	7	5	5	1	7	-8	-1	5
44	CCOC(=O)CN1C(=O)SC(Nc2ccc(C)cc2)C1=O (configuration not stated)	-2	3	-1	2	4	3	-4	-3	-9
45	CCCNC(=O)c1c(N)n(-c2cc(OC)cc(OC)c2)c2nc3ccccc3nc12	-2	-1	-7	-4	4	3	4	-4	2
46	O=C(c1ccco1)N1CCN(C(=O)c2cnn3cccnc23)CC1	-5	-3	9	0	-5	5	23	1	-6
47	Cc1ccc(C2(C)NC(=O)N(CC(=O)Nc3ccccc3C(=O)NC3CCCC3)C2=O)cc1 (configuration not stated)	6	3	-4	2	-1	-2	-20	0	4
48	CC(=O)c1c(-c2ccccc2)c2cc(Cl)ccc2[nH]c1=O	4	0	-7	10	-1	7	2	-1	-11
49	COC(=O)[C@@H]1C[C@H]2CC[C@H](O)C[C@H]2N1Cc1ccccc1OC(=O)c1cccs1	5	2	2	-1	7	5	19	-3	12
50	O=C(CSc1nnc(-c2ccc3c(c2)OCCO3)o1)N1CCCC1	-3	1	0	-2	3	2	-11	0	15
51	CCNC(=O)COc1ncnc2scc(-c3ccc(F)cc3)c12	5	9	-1	-3	2	1	5	-1	7
52	CCOc1ccc(-c2noc(CCCC(=O)NCC3CCCO3)n2)cc1OC (configuration not stated)	-6	-5	6	-3	4	13	4	1	-9
53	COc1ccc(NC(=O)CSc2nnc3ccc(-c4ccccn4)nn23)c(OC)c1	-6	-5	-3	0	1	3	-13	1	-11
54	COc1ccc(C)cc1N1CC(C(=O)Nc2ccccc2C(=O)NC2CC2)CC1=O (configuration not stated)	·	-8	8	-9	3	3	-3	-1	-4
55	O=C(NC1=NCCS1)c1cc2ccccc2o1	-3	2	-1	3	-2	4	6	-1	-8
